3T3 cytotox – Cytotoxic Profiling in NIH 3T3 Cell Line of Diverse Libraries Using Quantitative High-Throughput Screening. NIH 3T3 viability, CellTiter-Glo ATP luminescence, 48-72 h. Potency, µM (top dose mostly 96.7 µM), for the others: at the highest dose activity change, negative = cytotoxicity, hits mostly inhibitors. actives 4.3% (n = 94,000); also: potency is read from the fitted curve at half-maximal effect; nearly all actives have a fitted effect of over 55% in size
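First NIH 3T3 cells are plated at 400 cells/well; next compound is pinned in; then plates incubate 48 or 72 hr at 37 °C; finally CellTiter-Glo is added and luminescence read after 10 min.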
Luciferase inh – Firefly luciferase inhibition profiling of diverse chemical library using quantitative high-throughput screening; Luciferin 4-monooxygenase (Photinus pyralis), P08659; purified P. pyralis luciferase, luminescence, biochemical; Potency, µM (titrated, usually from 115 µM), for inactives: at the highest dose activity change, negative = inhibition, usual class: inhibitors; actives 2.5% (n = 76,000); AID 1347043, 2019; also: potency is read from the fitted curve at half-maximal effect; nearly all actives have a fitted effect of over 65% in size
Target sequence (P08659 whole entry, looked up): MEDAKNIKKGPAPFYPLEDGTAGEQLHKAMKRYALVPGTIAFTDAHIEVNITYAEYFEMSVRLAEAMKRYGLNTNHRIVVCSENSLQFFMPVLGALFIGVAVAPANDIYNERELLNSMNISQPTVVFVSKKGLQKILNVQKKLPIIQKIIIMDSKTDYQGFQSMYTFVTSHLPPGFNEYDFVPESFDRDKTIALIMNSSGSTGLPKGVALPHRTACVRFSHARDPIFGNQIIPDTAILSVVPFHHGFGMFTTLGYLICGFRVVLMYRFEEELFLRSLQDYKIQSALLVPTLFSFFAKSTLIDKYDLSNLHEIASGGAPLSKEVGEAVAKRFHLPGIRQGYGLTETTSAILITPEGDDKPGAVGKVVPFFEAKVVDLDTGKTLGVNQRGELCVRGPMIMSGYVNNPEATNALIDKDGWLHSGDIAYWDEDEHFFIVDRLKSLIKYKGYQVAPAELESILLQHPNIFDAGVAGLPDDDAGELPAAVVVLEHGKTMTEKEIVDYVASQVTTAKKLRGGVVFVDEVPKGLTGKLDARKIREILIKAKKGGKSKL
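Luminescence read by CCD imager after adding enzyme (10nM final) to wells holding compound, titrated in qHTS. Substrates 10uM each D-luciferin and ATP; buffer 50mM Tris acetate pH 7.5, 10mM Mg acetate, Tween-20, BSA.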
IP6K1 inhibitor – Primary qHTS assay for small molecule inhibitors of Inositol hexaphosphate kinase 1 (IP6K1) | Inositol hexakisphosphate kinase 1 (Homo sapiens), Q92551 | IP6K1 kinase, ADP-Glo luminescence, 2 h; stronger effect = lower value | activity change, % (series mostly up to about 58 µM) | actives 0.81% (n = 140,000) | AID 1645851, 2021; in the data active = activity change below about -25%
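ADP-Glo luminescence measures ADP made by human IP6K1 during a 2 h RT reaction with ATP/IP6 (mix at 1.3 mM/130 uM); top library doses 57.5 and 19.1 uM final.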
SNCA viab count – GF-AFC viability counterscreen for inhibitors of alpha-synuclein gene (SNCA) expression; HEK-293-SNCA-luc viability, GF-AFC fluorescence, 24 h; Potency, µM (top dose mostly 57.1 µM), without a hit: at the highest dose activity change, negative = cytotoxicity, hits mostly cytotoxic; actives 0.12% (n = 150,000); AID 1671193, 2021;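 also: potency is read from the fitted curve at half-maximal effect; 0% = DMSO-treated cells and -100% = medium-only wells without cells; nearly all actives have a fitted effect of over 30% in size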
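Cytotoxicity counterscreen: after 24 h compound treatment of genome-edited SNCA-luciferase HEK-293 cells, live-cell protease substrate GF-AFC read by fluorescence after 30 min; activity scaled between DMSO (0%) and medium-only (-100%), curves Hill-fitted.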
HEK293 tox – Cytotoxic Profiling in HEK 293 Cell Line of Diverse Libraries Using Quantitative High-Throughput Screening | HEK 293 viability, ATP luminescence (CellTiter-Glo), 48-72 h | Potency, µM (series often up to 115 µM), for inactives: at the top dose activity change, negative = cytotoxicity, actives largely listed as inhibitors | actives 6.6% (n = 94,000); also: potency is read from the fitted curve at half-maximal effect; nearly all actives have a fitted effect of over 60% in size
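Viability of HEK 293 cells, plated at 250 cells/well, was judged by cellular ATP after compound treatment for 48 or 72 hr. Luminescence was imaged 10 min after CellTiter-Glo addition at room temperature.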
SNCA expr inh – Primary qHTS assay for inhibitors of alpha-synuclein gene (SNCA) expression; AID 1671194, 2021; actives 0.17% (n = 140,000); Potency, µM (series often up to 57.2 µM), for inactives: at the top dose activity change, negative = inhibition, usual class: inhibitors; HEK-293 SNCA-luciferase knock-in, luminescence, 24 h;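 also: potency is read from the fitted curve at half-maximal effect; plate controls were DMSO cells for no effect and cell-free wells for full effect; nearly all actives have a fitted effect of over 45% in size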
GPT2 inhibitor – Primary qHTS assay for inhibitors of Glutamate pyruvate transaminase 2 (GPT2); Alanine aminotransferase 2 (Homo sapiens), Q8TD30; Recombinant GPT2, coupled pyruvate oxidase/HRP Amplex Red fluorescence; Potency, µM (highest dose often 57.7 µM), for the others: at the highest dose activity change, negative = inhibition, usual class: inhibitors; actives 0.25% (n = 100,000); AID 1671188, 2021; also: potency is read from the fitted curve at half-maximal effect; nearly all actives have a fitted effect of over 60% in size; many of its hits are not listed in these tables
Target sequence (Q8TD30 whole entry, looked up): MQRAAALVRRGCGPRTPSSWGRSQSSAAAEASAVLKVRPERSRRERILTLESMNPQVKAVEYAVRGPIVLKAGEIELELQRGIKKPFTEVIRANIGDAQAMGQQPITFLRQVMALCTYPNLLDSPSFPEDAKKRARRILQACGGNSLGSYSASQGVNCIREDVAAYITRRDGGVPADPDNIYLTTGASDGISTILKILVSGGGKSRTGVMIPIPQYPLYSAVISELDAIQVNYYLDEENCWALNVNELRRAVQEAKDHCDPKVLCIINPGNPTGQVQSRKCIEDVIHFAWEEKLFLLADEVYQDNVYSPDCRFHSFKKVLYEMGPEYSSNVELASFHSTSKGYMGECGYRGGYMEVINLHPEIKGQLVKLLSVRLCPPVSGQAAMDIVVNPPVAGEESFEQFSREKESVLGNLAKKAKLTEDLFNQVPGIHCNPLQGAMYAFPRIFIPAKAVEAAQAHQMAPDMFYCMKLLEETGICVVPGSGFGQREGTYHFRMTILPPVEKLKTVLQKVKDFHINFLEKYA
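Fluorescence of coupled pyruvate oxidase/HRP/Amplex Red system (50uM Amplex, 30 min, dark) reports pyruvate formed by GPT2. Enzyme reaction: 10ng/uL GPT2, 2mM L-alanine, 250uM a-KG, 30 min room temperature, pH 7.5; 50uM AOA control.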
An asterisk follows results filed as active; i = inactive; ? = inconclusive; · = no result given; [ ] = remark or other dose. Unless noted, calls follow the shape of the dose curve; as a rule, active = well fitted curve in the direction sought with a large enough effect; inconclusive = small, poorly fitted or top-dose-only effect, or another doubt; inactive = no such curve, though single readings can be large; an effect the other way counts as inactive or inconclusive. Unless noted, % is scaled to controls: 0 for no effect and ±100 for the full control effect.

SMILES	3T3 cytotox	Luciferase inh	IP6K1 inhibitor	SNCA viab count	HEK293 tox	SNCA expr inh	GPT2 inhibitor
COc1ccc(C(=O)N2CCCC(n3cc(-c4noc(C)n4)nn3)C2)c(OC)c1 (configuration not stated)	-16.7%	0.0%	2.9	0.5%	-7.0%	2.2%	-5.6%
COc1ccc(/C=C\C(=O)O)c(O[C@@H]2O[C@H](CO)[C@@H](O)[C@H](O)[C@H]2O)c1	·	·	9.5	-4.6%	·	·	i
O=[S+]([O-])(c1ccccc1)N1CCCC2(CC(c3cccc(C(F)(F)F)c3)=NO2)C1 (configuration not stated)	-21.3%	·	2.6	1.8%	?	5.3%	i
COc1ccc(Nc2ccc3c(n2)CN(Cc2ccc(C(F)(F)F)cc2)C(=O)CO3)cn1	?	8.9%	-10.7	-24.3%	?	?	-9.0%
CC(=O)N1CCN(C(=O)c2nc3sccn3c2-c2cccc(C(F)(F)F)c2)CC1	-18.8%	·	14.9	10.7%	-1.0%	4.1%	i
Cc1c(NC(=O)c2sc3c([N+](=O)[O-])cccc3c2Cl)cccc1-c1nc2ccccc2o1	·	·	-27.9*	11.7%	·	9.0%	·
Cc1nn(C)cc1C(C)NC(=O)CN1CCCc2nc(-c3ccccc3)ncc2C1=O (configuration not stated)	-25.2%	-9.5%	5.8	-0.5%	?	3.1%	i
COc1ccc(S(=O)(=O)N2CCCC(Cn3c(C)nc4cccnc43)C2)cc1OC (configuration not stated)	?	-4.7%	0.1	12.4%	-29.0%	-8.2%	i
O=C(NCCc1ccncc1)C1CN(S(=O)(=O)c2ccccc2)CC12CCCCC2 (configuration not stated)	-15.9%	2.3%	15.6	-1.7%	8.6%	?	-10.1%
COc1cc(OC)c(NS(=O)(=O)c2cc(-c3cnc(C4CC4)o3)ccc2C)cc1Cl	·	·	-2.1	-22.2%	·	?	·
CCC(=O)N1CCc2cc(CNS(=O)(=O)c3ccccc3F)ccc21	·	·	20.9	-12.5%	·	133.3%[activator]	·
Cc1noc(-c2ccc(NC(C)c3ccccc3)c([N+](=O)[O-])c2)n1 (configuration not stated)	·	·	24.3	-8.9%	·	74.3%[activator]	·
Cc1ccc(C)c(N2CCN(S(=O)(=O)c3cnc(N)nc3)CC2)c1	·	·	-13.1	-3.8%	·	7.3%	·
CCOc1ncccc1Cn1cc(-c2cncnc2)nn1	-1.1%	-0.9%	-1.6	0.4%	-0.5%	9.5%	?
OCC1CN(c2ncccn2)CC12CCN(Cc1cc(Cl)ccc1F)CC2 (configuration not stated)	-4.3%	9.1%	-3.8	-1.4%	?	3.0%	i
Cc1cnc(CC2CCN(C(=O)CCC3CCCC3)C2)n1CC1CC1 (configuration not stated)	-26.7%	·	0.0	?	?	6.1%	?
COc1ccc(-c2cc3nc(-c4ccccc4)cc(C(F)(F)F)n3n2)cc1	·	·	-12.4	3.5%	·	-2.3%	·
CC(C)(C)CN[C@@H]1CO[C@H](CNC(=O)c2ccccc2)[C@H]1O	i	-2.6%[172 µM]	-1.8	-4.3%[87.6 µM]	-2.6%[172 µM]	11.0%[87.6 µM]	4.0%[88.5 µM]
O=C(NCc1ccccc1)C1CCN(C(=O)N2CC3CC(C2)[C@H]2CCCC(=O)N2C3)CC1 (some centres not stated)	4.0%	-8.7%	12.3	1.1%	-1.6%	3.5%	?
CN(C)C(=O)N1C[C@@H]2CN(C3CCOCC3)C[C@]2(C(=O)O)C1	1.1%	9.6%	-7.8	-1.8%	i	?	i
O=c1[nH]nc2n1CCN(Cc1ccc(OC(F)(F)F)cc1)CC2	-19.8%	-1.2%	5.1	3.4%	-23.5%	0.3%	-1.4%
O=C(Nc1ccc(F)cc1)OC1CN(Cc2ccco2)C(=O)CN(C(=O)c2cccs2)C1 (configuration not stated)	-17.9%	·	-1.1	·	?	·	·
COc1cccc(NC(=O)Cn2c(C)ccc(NS(=O)(=O)c3ccccc3)c2=O)c1	-0.8%	-10.3%	-0.7	-17.7%	-2.8%	?	?
COC(=O)NCCNC(=O)c1ccc(-c2cccc(C(F)(F)F)c2)cc1	?	·	13.2	·	?	·	·
CC(C)CN(CCNC(=O)c1cn(C)c2ccc(S(=O)(=O)N3CCCCCC3)cc2c1=O)CC(C)C	·	·	-8.5	3.2%	·	-24.5%	·

Further records
SMILES	3T3 cytotox	Luciferase inh	IP6K1 inhibitor	SNCA viab count	HEK293 tox	SNCA expr inh	GPT2 inhibitor
CCn1c(=N)c(C(=O)NC2CCCCC2)cc2c(=O)n3cc(C)ccc3nc21	·	·	20.0	?	·	33.0%	·
C[C@]12CC[C@@H]3c4ccc(OC(=O)c5ccccc5)cc4CC[C@H]3[C@@H]1CC[C@@H]2O	·	·	23.2	-32.0%	·	·	-5.6%
Clc1ccc(Nc2cnc3ccc(-c4ccccc4)nn23)nc1	?	-5.4%[172 µM]	-24.5	19.5%[87.6 µM]	?	46.5%[activator][87.6 µM]	i
O=C(c1ccncc1)N1CCCC1c1nnc2n1CCNC2 (configuration not stated)	1.2%	·	12.0	-2.5%	i	-21.1%	?
O=C(c1ccccn1)N1C[C@@H]2OCC(=O)N(CC3CCCCC3)[C@@H]2C1	-2.5%[174 µM]	1.9%[172 µM]	13.5	-12.6%[87.6 µM]	-1.6%[172 µM]	11.1%[87.6 µM]	-5.7%[88.5 µM]
CC(C)NC(=O)c1ccccc1OCC1CCCN(Cc2ccccn2)C1 (configuration not stated)	-2.8%	4.4%	-7.9	-29.2%	-10.1%	1.6%	-1.5%
Cc1cc(C)cc(Oc2nc3c(C)cccn3c(=O)c2/C=C(\C#N)c2nc3ccccc3[nH]2)c1	·	·	-13.2	-6.3%	·	-2.7%	·
COc1cc(NC(=O)N[C@H]2CO[C@H]3[C@@H]2OC[C@@H]3Nc2nccc(C(C)(C)C)n2)cc(OC)c1	-9.6%	-28.0%	-9.9	4.9%	-2.0%	6.0%	3.0%
Cc1nn(-c2ccccc2)c2c1C(C)N(C1CCCN(C(=O)c3cccnc3)C1)C2=O (configuration not stated)	?	·	6.8	·	?	·	·
Cc1ccc(C(=O)N2CCC(c3nn(-c4ccccn4)c(=O)[nH]3)CC2)cc1	-19.4%	·	27.8	-6.6%	-27.8%	-26.7%	i
Cc1nn(-c2ccccc2)c2nc(C3CC3)cc(C(=O)Nc3ccc(F)cc3)c12	·	·	2.1	10.9%	·	-1.5%	·
O=C(Nc1cccc(C(F)(F)F)c1)N[C@H]1[C@H](O)[C@@H](Oc2ccccc2)[C@@H]2OC[C@H]1O2	79.4µM*	-25.9%[172 µM]	-3.4	?	?	?	?
Cc1cc(C)cc(Nc2cc(C(=O)NC3CCC(C)CC3)c3ccccc3n2)c1 (configuration not stated)	·	·	32.5	?	·	33.9%[activator]	·
Cc1cnc(-c2cccnc2)n1CCN	-3.8%	-9.7%	6.5	6.6%	4.0%	-8.5%	-9.6%
CCCc1noc(-c2cn(C3CCN(C(=O)c4ccc(OC)cc4OC)CC3)nn2)n1	?	-0.6%	2.6	-8.1%	?	?	i
O=C(CC(c1cccc([N+](=O)[O-])c1)c1c[nH]c2ccccc12)NCc1ccccc1 (configuration not stated)	?	-2.7%	6.2	-4.5%	?	-9.3%	?
c1cc(-c2nnc([C@H]3CCN(C4CCCCC4)C3)o2)ccn1	-12.0%[138 µM]	?	-6.0	-4.4%[87.6 µM]	-18.8%[172 µM]	64.3%[activator][87.6 µM]	i
CCN(Cc1ccccc1)S(=O)(=O)c1ccc2c(c1)CC(C)N2C(=O)C1CCC1 (configuration not stated)	·	·	4.9	-1.6%	·	?	·
Cn1cc(CN2C[C@@H](F)[C@@H](OCc3nc4ccc(C#N)cc4[nH]3)C2)c2ccccc21	89.1µM*	-0.5%[172 µM]	9.5	-12.8%[87.6 µM]	89.1µM*	-13.6%[87.6 µM]	1.5%[88.5 µM]
CCOCc1nc(C2CCCN(C(=O)C3(c4ccc(OC)cc4)CC3)C2)no1 (configuration not stated)	-15.2%	-9.4%	11.0	-3.0%[12.5 µM]	-12.0%	1.8%	0.2%
C#CCN(C)Cc1nc(C2(O)CCN(Cc3ccccc3C(F)(F)F)CC2)cs1	?	-12.4%[172 µM]	4.1	5.8%[87.6 µM]	?	3.7%[87.6 µM]	-41.8%[88.5 µM]
CN(C)CCCN1c2ccccc2Sc2ccc(Cl)cc21	·	·	-2.5	?	·	?	-13.5%
CSCC(=O)N1CCN(C)C2(CCC(=O)N(CC3CC3)CC2)C1 (configuration not stated)	2.1%	14.3%	16.9	-6.4%	-2.2%	-2.8%	i
COC(=O)[C@@H]1Cc2c([nH]c3ccccc23)[C@H]2C[C@@H](NCCNC(C)=O)C[C@@H](c3ccc(C)cc3)N21	28.2µM*	-10.7%	-11.0	2.3%	28.2µM*	-14.2%	-3.7%
COCCNc1nc(NCc2cccc(Cl)c2)c2cnn(C)c2n1	·	·	-39.1*	-19.3%	·	-24.0%	·
CCCS(=O)(=O)N1CC(=O)N(c2ccccc2C)C(C)(C(=O)NC2CCCC2)C1 (configuration not stated)	·	·	8.3	-22.5%	·	4.3%	·
Cc1ccccc1Oc1c(CCC(=O)N2CCSCC2)c(C)nn1-c1ccc(F)cc1	?	-5.8%	-6.4	-17.5%	?	16.1%	i

Just Luciferase inh, 3T3 cytotox and SNCA viab count, for some of the entries so far:
| SMILES | Luciferase inh | 3T3 cytotox | SNCA viab count |
| --- | --- | --- | --- |
| Cc1nn(-c2ccccc2)c2c1C(C)N(C1CCCN(C(=O)c3cccnc3)C1)C2=O (configuration not stated) | · | ? | · |
| CCOCc1nc(C2CCCN(C(=O)C3(c4ccc(OC)cc4)CC3)C2)no1 (configuration not stated) | -9.4% | -15.2% | -3.0%[12.5 µM] |
| CC(C)(C)CN[C@@H]1CO[C@H](CNC(=O)c2ccccc2)[C@H]1O | -2.6%[172 µM] | i | -4.3%[87.6 µM] |

Compounds above containing a cyano group:
SMILES	3T3 cytotox	Luciferase inh	IP6K1 inhibitor	SNCA viab count	HEK293 tox	SNCA expr inh	GPT2 inhibitor
Cc1cc(C)cc(Oc2nc3c(C)cccn3c(=O)c2/C=C(\C#N)c2nc3ccccc3[nH]2)c1	·	·	-13.2	-6.3%	·	-2.7%	·
Cn1cc(CN2C[C@@H](F)[C@@H](OCc3nc4ccc(C#N)cc4[nH]3)C2)c2ccccc21	89.1µM*	-0.5%[172 µM]	9.5	-12.8%[87.6 µM]	89.1µM*	-13.6%[87.6 µM]	1.5%[88.5 µM]
